# TRPC6 inhibitor – mouse TRPC6 channel inhibition; Q61143; HEK293-TRPC6, membrane potential dye, ACh-evoked depolarization; active compounds read low; B-score at 10 µM; hit rate 1.1% among 310,000; AID 2553;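 active means B-score under library mean minus 3 SD, initial fluorescence not abnormally high, positive integrated signal ratio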;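 further: B-score derived from integrated fluorescence ratio over the kinetic read; more negative B-score means stronger inhibition of depolarization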
# MrgX1 PAM – allosterically activates human MrgX1 receptor signaling. MrgX1-HEK293, Fluo-4 calcium flux, FDSS; active compounds read high. AID 588675. hit rate 0.63% among 310,000. B-score at 10 µM;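 active means plate-corrected calcium response at least 3 library SD above typical, normal starting fluorescence, not activating the receptor alone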;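 further: compound read alongside a low EC10 to EC30 dose of BAM8-22 agonist; peak minus trough fluorescence over baseline measured at the second addition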
# Target sequence (Q96LB2 whole entry, looked up): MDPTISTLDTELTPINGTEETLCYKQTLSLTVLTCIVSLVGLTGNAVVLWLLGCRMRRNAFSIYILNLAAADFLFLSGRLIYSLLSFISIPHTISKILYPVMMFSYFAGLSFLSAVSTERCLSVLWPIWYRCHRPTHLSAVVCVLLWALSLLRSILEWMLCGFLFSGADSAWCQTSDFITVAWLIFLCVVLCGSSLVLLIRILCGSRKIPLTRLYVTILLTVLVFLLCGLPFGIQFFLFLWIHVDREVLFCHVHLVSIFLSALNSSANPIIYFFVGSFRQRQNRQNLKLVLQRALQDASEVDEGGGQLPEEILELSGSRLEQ
# TRPC6 activator – activators of mouse TRPC6 channel; Q61143; HEK293-TRPC6 membrane potential dye fluorescence; active compounds read high; hit rate 0.13% among 310,000; B-score at 10 µM;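 active means B-score of the integrated fluorescence ratio above library mean plus 3 SD, and starting fluorescence ratio within library mean plus 5 SD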;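 further: higher score means more depolarization so channel activation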
# TRPC4 inh – inhibitors of mouse TRPC4 channel | Q9QUQ5 | HEK293 TRPC4beta/mu-opioid, DAMGO-evoked Fluo4 calcium flux; active compounds read low | B-score at 10 µM | hit rate 0.39% among 300,000 | AID 2247;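 active means B-score over 3 SD under the library average, no early fluorescence shift, positive overall ratio signal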
#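 Material: HEK293 cells with stable TRPC4beta plus mu-opioid receptor expression / Probe or stimulus: DAMGO in two steps, submaximal then maximal / Compound: single concentration per test compound / Technique: kinetic Fluo4 fluorescence imaging of calcium influx / Read-out: per-well B score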
# PolyA inhibitor – yeast polyadenylation inhibition; S. cerevisiae SKY197-pL101 polyadenylation reporter, beta-gal luminescence; efflux-impaired pdr1/pdr3 knockout yeast; score 100 = 6 SD above DMSO; calls only at 12 µM; hit rate 0.02% among 300,000;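 active means lowest replicate activity score at least 50, where 100 means six control SD above control mean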;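 further: yeast exposed to compound for 9 h at 30 °C; higher score means more reporter readthrough which indicates perturbed polyadenylation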
# MrgX1 ag – agonists of human MrgX1 receptor; B-score at 10 µM; hit rate 0.44% among 310,000; MrgX1-HEK293 cells, Fluo-4 calcium fluorescence, agonist mode; active compounds read high;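 active means calcium response B-score plate-corrected fluorescence ratio at least 3 library SD, with starting fluorescence B-score inside 5 SD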
#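 Test system: Stable human MrgX1 HEK293 cell line | Schedule: Overnight plating before 1 h dye loading | Read-out basis: Baseline-normalised fluorescence change ratio, B-scored | Detection: Kinetic calcium dye fluorescence, Fluo-4 NW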
# TRPC4 PAM – TRPC4 (mouse) allosteric potentiation; AID 2227; hit rate 0.42% among 310,000; HEK293 TRPC4beta/mu-opioid, DAMGO EC20, Fluo-4 Ca2+ flux; active compounds read high; B-score at 10 µM;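 active means B-score of calcium response area above 5 SD of library B-scores, with initial fluorescence ratio within 5 SD of library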;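 further: B-score of integrated fluorescence ratio over time as area under calcium response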
# TRPC4 agonist – opens the mouse TRPC4 cation channel; HEK293 TRPC4beta/mu-opioid, Fluo4 calcium fluorescence; active compounds read high; B-score at 10 µM; hit rate 0.49% among 310,000; AID 2237;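 active means B-score above 5 SD of library B-scores, and initial fluorescence ratio not above library mean plus 5 SD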;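 further: positive B-score marks a calcium rise read as TRPC4 activation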
#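 Technique: kinetic Fluo4 calcium fluorescence; Test system: TRPC4beta and mu-opioid receptor HEK293 stable cells; Measure: B-scored integrated calcium fluorescence ratio; Benchmarks: low control buffer alone, high control maximal DAMGO; Schedule: 45 min room-temperature Fluo4 loading, 110 s read.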
# HIF activator – HIF pathway transcriptional activation; U2OS HRE-luciferase reporter, luminescence; normalized: DMSO 0%, desferrioxamine 100%; activation, % at 7.5 µM (by protocol); hit rate 0.32% among 300,000; AID 1910;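 active means mean activation of at least 10% of the iron chelator positive control signal, with at least half of replicates also reaching 10%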
# MrgX1 antag – antagonists of human MrgX1 receptor; Q96LB2; MRGX1-HEK293 calcium flux, Fluo-4, BAM8-22 antagonism; active compounds read low; B-score at 10 µM; hit rate 1.3% among 310,000;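 active means calcium-response B-score plate-corrected more than 3 library SD below zero, starting fluorescence within 5 deviations, no agonist response on first addition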;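 further: peak minus trough fluorescence over baseline after final BAM8-22 challenge near maximal dose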
# AI-2 QS modul – modulators of Vibrio harveyi AI-2 quorum sensing system; Vibrio harveyi JMH597 AI-2 luminescence/OD600 ratio, 9 h; active compounds read low; strain lacks LuxN and CqsS sensors; 0 = neutral-control median; activity change, % at 7.5 µM; hit rate 0.4% among 300,000; AID 2094; in the data active means activity change below about -75%, passing the limit was not always enough;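 further: luminescence divided by OD600 gain over 9 h not by final OD600 alone; inactives centre near 13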
# The depositor's hits bear a star; i = inactive; · = no result given. The list is partial, so the mix of outcomes need not match the whole.
# Each structure is followed by: MrgX1 ag	TRPC6 activator	TRPC6 inhibitor	TRPC4 agonist	HIF activator	MrgX1 antag	PolyA inhibitor	TRPC4 PAM	MrgX1 PAM	AI-2 QS modul	TRPC4 inh
> CC(C)COC(=O)C1C2C=CC3(CN(C4CCCC4)C(=O)C13)O2 (stereo not drawn)
→ i	i	i	i	-0.3	i	i	i	i	31	i
> CS(=O)(=O)c1ccc(NCC2CCCO2)c([N+](=O)[O-])c1 (stereo not drawn)
→ i	i	i	i	-0.3	i	i	i	i	16	i
> Nc1ccc(-c2nc3ccc(N)cc3o2)cc1
→ i	i	i	i	·	i	·	i	i	35	i
> CC(=O)N[C@@H](Cc1c[nH]c2ccccc12)C(=O)NCCc1ccc(S(N)(=O)=O)cc1
→ i	i	i	i	0.7	i	i	i	i	-1	i
> CCOc1ccc2c(c1)c1nc3ccccc3nc1n2C
→ i	i	i	i	0.6	i	i	i	i	10	i
> C=C(C)COc1ccc(-c2nc(N)nc(C)c2-c2ccc(OC)cc2)c(O)c1
→ i	i	i	i	0.7	i	i	i	i	6	i
> O=C(Nc1ccc(-c2nnc(-c3ccccc3)o2)cc1)C(F)(F)F
→ i	i	i	i	1.3	i	i	i	i	31	i
> COc1cccc2cc(C(=O)n3ccc(C)n3)c(=O)oc12
→ i	i	i	i	-0.2	i	i	i	i	20	i
> COc1ccc(Br)cc1S(=O)(=O)N1CCCc2ccccc21
→ i	i	i	i	-0.5	i	i	i	i	3	i
> O=C(Nc1cc(N2CCCCC2)ncn1)c1ccccc1
→ i	i	i	i	0.8	i	i	i	i	3	i
> COc1ccc(N2CC(C(=O)NCCc3ccc(OC)c(OC)c3)CC2=O)cc1 (stereo not drawn)
→ i	i	i	i	0.4	i	i	i	i	7	i
> Cn1c(N)c(C(=O)Nc2ccc3ccccc3c2)sc1=S
→ i	i	i	i	2.8	i	i	i	i	19	i
> CCc1ccccc1NC(=O)CN(C)C(=O)CSc1nc2cc(Cl)ccc2s1
→ i	i	i	i	0.4	i	i	i	i	30	i
> CCOCCCNC(=O)CN1N=C(c2ccc(C)cc2)CCC1=O
→ i	i	i	i	-9.8	i	i	i	i	26	i
> O=C(NCc1ccncc1)c1cc(C(=O)C2CCCCC2)c[nH]1
→ i	i	i	i	0.0	i	i	i	i	30	i
> COC(=O)c1sccc1NC(=O)Nc1cc(C)ccc1C
→ i	i	i	i	0.0	i	i	i	i	22	i
> CCO[C@H]1OC(C(=O)Nc2ccccc2)=C[C@@H](c2ccc(Br)cc2)[C@@H]1CCCO
→ i	i	i	i	-0.7	i	i	i	i	7	i
> O=C(NCCCN1CCOCC1)c1c(F)cccc1F
→ i	i	i	i	0.3	i	i	i	i	19	i
> COc1ccc(OC)c(NC(=O)CSc2nnc(N)s2)c1
→ i	i	i	i	-0.7	i	i	i	i	14	i
> NS(=O)(=O)c1ccc(CCNC(=O)Cc2c[nH]c3ccccc23)cc1
→ i	i	i	i	0.5	i	i	i	i	36	i
> CCn1c(-c2cc(Br)ccc2O)n[nH]c1=S
→ i	i	i	i	-0.2	i	i	i	i	33	i
> CC(C)(C)CC(C)(C)NCC(=O)Nc1c2c(nc3ccccc13)CCC2
→ i	i	i	i	-0.2	i	i	i	i	12	i
> S=c1[nH]nc(-c2ccco2)n1/N=C/c1ccc(Cl)c(Cl)c1
→ i	i	i	i	0.2	i	i	i	i	65	i
> CCOC(=O)Cc1csc(NC(=O)c2ccc(S(=O)(=O)N3CCCC3)cc2)n1
→ i	i	i	i	-0.1	i	i	i	i	26	i
> Cc1ccc(SC[C@H](c2ccccc2)N2CCN(C)CCC2=O)cc1
→ ·	i	i	i	2.6	·	i	i	·	-5	·
> Cc1cc(Br)ccc1OCC(=O)NNC(=O)C(=O)Nc1ccccc1
→ i	i	i	i	1.1	i	i	i	i	11	i
> O=C(O)CCCCCNS(=O)(=O)c1cccc2c1C(=O)c1ccccc1C2=O
→ i	i	i	i	-0.6	i	i	i	i	6	i
> CCOc1cc(CNc2ccc(N3CCOCC3)cc2)cc(Br)c1OCC
→ i	i	i	i	0.8	i	i	i	i	17	i
> CCCCOc1ccc(OCCSc2nc3ccccc3n2CC(=O)O)cc1
→ i	i	i	i	-12	i	i	i	i	13	i
> Cc1ccc2nsnc2c1S(=O)(=O)N(Cc1cc2cccc(C)c2[nH]c1=O)CC1CCCO1 (stereo not drawn)
→ i	i	i	i	-0.4	i	i	i	i	0	i
> CCn1c(C)c(C)c2cc(C(=O)N3CCN(c4cccc(C)c4C)CC3)ccc21
→ i	i	i	i	-0.9	i	i	i	i	11	i
> Cc1nn(C)c(Cl)c1CN1CCC(CO)(CCOc2ccccc2)CC1
→ i	i	i	i	-0.2	i	i	i	i	4	i
> COc1ccc(OC)c2[nH]c(=O)c(CCNS(=O)(=O)c3ccc(C)cc3)cc12
→ i	i	i	i	-0.1	i	i	i	i	16	i
> Cc1noc(C)c1S(=O)(=O)Nc1cc(C(F)(F)F)ccc1N1CCOCC1
→ i	i	i	i	-0.5	i	i	i	i	14	i
> COCCn1c(SCC(=O)c2ccc3c(c2)OCCO3)nnc1C(C)C
→ i	i	i	i	3.4	i	i	i	i	35	i
> N#CCCN(C(=O)Cn1nc(C(=O)O)c2ccccc2c1=O)c1ccccc1
→ i	i	i	i	0.0	i	i	i	i	8	i
> Fc1ccc(-c2nnc3sc(C4COc5ccccc5O4)nn23)cc1 (stereo not drawn)
→ i	i	i	i	0.2	i	i	i	i	17	i
> O=C(Nc1ccccc1C(=O)OCC(=O)N1CCc2ccccc2C1)c1ccco1
→ i	i	i	i	0.8	i	i	i	i	12	i
> CCOc1ccccc1OCC(=O)NCCc1ccc(S(N)(=O)=O)cc1
→ i	i	i	i	-0.2	i	i	i	i	11	i
> C/C(CCc1ccco1)=N\NC(=O)CNc1cccc2ccccc12
→ i	i	i	i	0.2	i	i	i	i	-14	i
> CNC(=O)C1Cc2ccccc2CN1S(=O)(=O)c1cccs1 (stereo not drawn)
→ i	i	i	i	0.0	i	i	i	i	20	i
> O=C(CCN1C(=O)C2C3CCC(C3)C2C1=O)OCC(=O)c1ccc(Br)cc1 (stereo not drawn)
→ i	i	i	i	-0.3	i	i	i	i	6	i
> O=C(O)c1ccc(/C=N/NC(=O)c2cc3c(ccc4ccccc43)o2)cc1
→ i	i	i	i	4.0	i	i	i	i	21	i
> O=C1C2ON(c3ccccc3)C(c3cccnc3)C2C(=O)N1Cc1ccccc1 (stereo not drawn)
→ i	i	i	i	-0.4	i	i	i	i	10	i
> Cc1ccc(O)c(C(CC(=O)NCc2cccnc2)c2ccccc2)c1 (stereo not drawn)
→ i	i	i	i	-0.1	i	i	i	i	23	i
> CCCCCn1c(=O)[nH]c2cc(C(=O)N3CCN(C(=O)OCC)CC3)ccc2c1=O
→ i	i	i	i	-0.2	i	i	i	i	·	i
> CCCC(C)NS(=O)(=O)c1ccccc1 (stereo not drawn)
→ i	i	i	i	0.3	i	i	i	i	5	i
> COc1nc(NCc2ccc(Cl)cc2)nc(OC)n1
→ i	i	i	i	0.2	i	i	i	i	26	i
> COc1ccc2cc(CN(CC3CCCO3)C(=O)Nc3ccccc3)c(=O)[nH]c2c1 (stereo not drawn)
→ i	i	i	i	0.0	i	·	i	i	44	i
> CCOC(=O)c1sc(=S)n(-c2ccc(Cl)cc2)c1C
→ i	i	i	i	0.1	i	i	i	i	15	i
> COc1cccc(OCc2nnc(SCC(=O)OCc3ccccc3)o2)c1
→ i	i	i	i	0.3	i	i	i	i	-62	i
> Cc1cccc(NC(=O)Cn2nnc(C(=O)NCc3cccs3)c2N)c1C
→ i	i	i	i	0.1	i	i	i	i	12	i
> CN(C)c1cccc(NC(=O)C2(C)CC2(Cl)Cl)c1 (stereo not drawn)
→ i	i	i	i	·	i	i	i	i	-1	i
> CSCCC(NS(=O)(=O)/C=C/c1ccccc1)C(=O)NCCc1ccc(S(N)(=O)=O)cc1 (stereo not drawn)
→ i	i	i	i	-0.1	i	i	i	i	25	i
> Cc1nn(CC(=O)Nc2ccc(Cl)cn2)c(C)c1Br
→ i	i	i	i	-0.4	i	i	i	i	11	i
> COc1ccc(S(=O)(=O)N(C)CC(=O)O)c2ccccc12
→ i	i	i	i	-0.2	i	i	i	i	-17	i
> O=C(COc1cc2oc(=O)c3c(c2cc1Cl)CCC3)Nc1ccc(CN2CCOCC2)cc1
→ i	i	i	i	-0.6	i	i	i	i	15	i
> C=CCNC(=S)NNC(=O)c1ccc(OCC)cc1
→ i	i	i	i	0.2	i	i	i	i	6	i
> Cc1cc(NC(=O)CSc2c[nH]c3ccccc23)no1
→ i	i	i	i	-0.3	i	i	i	i	7	i
> C=CCN(CC=C)C(=O)CCc1nnc(CCc2c[nH]c3ccccc23)o1
→ i	i	i	i	0.5	i	i	i	i	8	i

# Remaining list, next part:
# Each structure is followed by: MrgX1 ag	TRPC6 activator	TRPC6 inhibitor	TRPC4 agonist	HIF activator	MrgX1 antag	PolyA inhibitor	TRPC4 PAM	MrgX1 PAM	AI-2 QS modul	TRPC4 inh
> Cc1oc(CC(C)C)c(CN2CCCC2)c1C(=O)O
→ i	i	i	i	-2.5	i	i	i	i	34	i
> COc1ccc(/C=N/NC(=O)CCCCCNC(=O)c2ccccc2)cc1
→ i	i	i	i	0.0	i	i	i	i	6	i
> CS(=O)(=O)N1CCC(C(=O)Nc2cc(Cl)cc(Cl)c2)CC1
→ i	i	i	i	-0.1	i	i	i	i	4	i
> CCOC(=O)C1=C(C)N(CC(C)C)C(=O)/C1=C\c1cccs1
→ i	i	i	i	-0.2	i	i	i	i	18	i
> Cc1ccccc1-c1noc(CNC(=O)COc2ccccc2)n1
→ i	i	i	i	0.1	i	i	i	i	6	i
> Cc1ccc(C(=O)N2CCN(S(=O)(=O)c3ccccc3[N+](=O)[O-])CC2)o1
→ i	i	i	i	2.1	i	i	i	i	20	i
> Cc1ccc(C)c(S(=O)(=O)Nc2cc3c4c(c2)CCC(=O)N4CCC3)c1
→ i	i	i	i	0.6	i	i	i	i	-8	i

# Screening data (PubChem)
